# Screening data: PubChem BioAssay, The Scripps Research Institute Molecular Screening Center
# CHRM1 antagonist: human CHRM1 antagonism | AID 588852 | hit rate 1.3% among 360,000 | P11229 | CHO-K1 hM1, Fluo-8 calcium fluorescence, ACh EC80 antagonist | inhibition, % at 3 µM;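 active = percent inhibition above its own plate's cutoff, namely the mean of that plate's compound wells plus 3 SD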;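 also: peak over basal fluorescence ratio during 140 s after agonist addition; 0% = ACh EC80 plus DMSO and 100% = DMSO alone without agonist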
# Target sequence (P11229 whole entry, looked up): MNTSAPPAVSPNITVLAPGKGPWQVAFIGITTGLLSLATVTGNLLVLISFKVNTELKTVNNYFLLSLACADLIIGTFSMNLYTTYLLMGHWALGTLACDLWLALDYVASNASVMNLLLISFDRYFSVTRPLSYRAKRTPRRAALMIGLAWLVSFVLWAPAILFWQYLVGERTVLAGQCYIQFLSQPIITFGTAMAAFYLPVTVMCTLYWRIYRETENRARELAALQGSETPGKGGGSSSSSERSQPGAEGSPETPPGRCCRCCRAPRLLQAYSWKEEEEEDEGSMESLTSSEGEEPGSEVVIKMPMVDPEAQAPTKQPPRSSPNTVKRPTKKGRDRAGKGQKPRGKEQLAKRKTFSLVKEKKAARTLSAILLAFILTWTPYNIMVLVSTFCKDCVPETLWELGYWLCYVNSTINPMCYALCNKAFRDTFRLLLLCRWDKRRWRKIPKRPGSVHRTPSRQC
# M1 PAM parental: nonselective activator or artifact in parental CHO-K1 calcium assay | ATP EC20, Fluo-8 calcium fluorescence; 0% at ATP EC20, 100% at ATP max | activation, % at 3 µM | hit rate 0.02% among 360,000 | AID 602247;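 active = activation above the run cutoff, the mean activation of all test compounds plus 3 SD, cut at about 40% in these data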;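 also: peak over basal fluorescence ratio in a 140 s read after ATP addition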
# OXTR potentiate: potentiates the human oxytocin receptor response; activation, % at 3 µM; hit rate 0.061% among 320,000; CHO-OTR cells, Fluo-8 calcium fluorescence, potentiator mode; 0% = oxytocin EC15, 100% = EC100; P30559; AID 2445;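 active = activation above that plate's cutoff, the mean activation of tested compounds plus 3 SD, cut at about 6.6% in these data, passing the limit was not always enough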;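 also: 100% uses oxytocin at 75 nM as the full agonist control; some results filed as inactive read as strong as hits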
#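 Measured by – Fluo-8 calcium dye fluorescence · Test system – human OTR in CHO cells · Dosing – one concentration, 3.0 µM compound · Controls – EC15 oxytocin alone as 0%, 75 nM oxytocin as 100% · Evaluation – normalized max/min fluorescence ratio, % activation · Timing – 6 min pre-incubation, 100 s read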
# CHO parental Ca: counter-screen: ATP calcium response change in parental CHO cells; hit rate 0.63% among 330,000; inhibition, % at 5.6 µM; parental CHO-K1, ATP-induced calcium, Fluo-8 fluorescence;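 active = inhibition above that plate's mean sample inhibition plus 3 SD, cut at about 26% in these data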;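 also: 0% = ATP-challenged DMSO wells and 100% = DMSO wells without ATP; some compounds past the cut are filed as inactive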
#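 Test system: untransfected parental CHO cell line. Compound: one dose, 5.6 µM nominal. Detection: intracellular calcium via Fluo-8 no-wash fluorescent dye. Measure: % inhibition. Benchmarks: ATP-challenged DMSO wells low, unchallenged DMSO wells high.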
# CHRM1 agonist: human M1 muscarinic receptor agonism | P11229 | CHO-K1 hM1, Fluo-8 calcium fluorescence, agonist mode; 0% DMSO, 100% acetylcholine EC100 | activation, % at 3 µM | hit rate 0.33% among 360,000 | AID 588814;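 active = activation above the run's mean compound activation plus 3 SD, cut at about 16% in these data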;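 also: peak over basal fluorescence ratio within a 140 s kinetic read after compound addition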
# TAAR1 ag: agonists of human TAAR1; CHO RD-HGA16 TAAR1, Fluo-8 calcium fluorescence; vehicle wells 0%, saturating PEA agonist 100%; activation, % at 3 µM; hit rate 0.99% among 360,000;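 active = activation above the mean activation of all test compounds in the run plus 3 SD, cut at about 38% in these data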
# Target sequence (Q96RJ0 whole entry, looked up): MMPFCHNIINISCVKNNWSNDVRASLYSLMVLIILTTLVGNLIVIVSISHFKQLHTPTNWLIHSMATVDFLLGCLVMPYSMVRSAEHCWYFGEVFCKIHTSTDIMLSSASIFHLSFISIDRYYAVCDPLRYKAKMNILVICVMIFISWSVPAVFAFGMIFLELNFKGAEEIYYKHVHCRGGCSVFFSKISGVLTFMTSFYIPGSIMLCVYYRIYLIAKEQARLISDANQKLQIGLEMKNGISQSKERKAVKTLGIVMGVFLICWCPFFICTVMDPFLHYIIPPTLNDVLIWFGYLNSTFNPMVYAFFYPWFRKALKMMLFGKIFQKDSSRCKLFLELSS
#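 System: CHO-derived RD-HGA16 cells with stable Gα16 and human TAAR1 / Times: 17-24 h plating, Fluo-8 75 min 37 °C, 30 min RT / Technique: calcium-sensitive Fluo-8 signal, excitation 470-495, emission 515-575 nm / Measure: % activation relative to PEA EC100 response / Benchmarks: DMSO and PEA EC100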
# M1 ag parental: M1 agonist counterscreen hit in parental CHO-K1 cells; activation, % at 3 µM; Fluo-8 calcium fluorescence; scaled to maximal ATP response, vehicle zero; hit rate 0.48% among 360,000; in the data active = activation above about 15%;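 also: untransfected CHO-K1 host cells lacking M1 receptor as counterscreen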
# CHO-K1 Ca antag: nonselective inhibitor or artifact in parental CHO-K1 cells; hit rate 0.6% among 360,000; ATP-induced calcium, Fluo-8 fluorescence; AID 602250; inhibition, % at 3 µM;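 active = inhibition above a per-plate cutoff, the plate's mean sample inhibition plus 3 SD, cut at about 24% in these data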;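 also: 0% = DMSO plus EC80 ATP and 100% = DMSO alone without ATP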
# TAAR1 antagonist: antagonists of human TAAR1 | Q96RJ0 | CHO RD-HGA16 TAAR1, Fluo-8 calcium fluorescence, antagonist | inhibition, % at 3 µM | hit rate 1.5% among 360,000;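 active = inhibition above a per-plate cutoff, the mean inhibition of test compounds on that plate plus 3 SD, cut at about 49% in these data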;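 also: 0% = DMSO plus EC80 beta-PEA response and 100% = DMSO alone without agonist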
#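 Material: RD-HGA16 CHO cells with stable hTAAR1 and Gα16; Dosing: single nominal final test compound concentration of 3 µM; Schedule: seeding 17-24 h prior, 75-min 37 °C, 30-min RT dye loading; Detection: kinetic Fluo-8 calcium fluorescence measurement; Measure: % inhibition from peak post-agonist over basal fluorescence ratio; Benchmarks: vehicle and agonist controls.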
# * hit, by the source's call; . = no result given.
# Order of values: CHRM1 antagonist	M1 PAM parental	OXTR potentiate	CHO parental Ca	CHRM1 agonist	TAAR1 ag	M1 ag parental	CHO-K1 Ca antag	TAAR1 antagonist
CC1(C(=O)Nc2nc3ccccc3s2)CC1(Br)Br (stereo not drawn)
 : -4	-21	.	.	-1	3	-0.5	8	-13
O=C(NCCN1CCOCC1)c1ccc(Cl)cc1[N+](=O)[O-]
 : -4	0	1	-6	-6	13	0.5	-11	4
C=CCNc1ncnc2sc(SC)nc12
 : -9	14	-12	-9	-3	0	1.0	-11	4
COc1ccc(CCNC(=O)C2CC3Cn4c(nc5ccccc54)C3N2Cc2ccccc2)cc1 (stereo not drawn)
 : 4	-2	-2	-18	-3	16	1.8	-7	20
C/C(CC(=O)N1CCN(C=O)CC1)=N\NC(=O)c1cc2ccccc2cc1O
 : -3	4	-4	-11	-5	0	0.3	-8	5
CC(=O)Nc1ccc(Cl)cc1C1COC(=O)C1=N (stereo not drawn)
 : -14	25	-9	11	-4	1	0.7	-13	3
O=[N+]([O-])c1ccc(COc2cccnc2)cc1
 : -8	-2	3	-2	-4	2	1.5	-16	-22
COc1cc2c(cc1OC)CN(C(=O)C1CCCN1S(=O)(=O)c1ccc(F)cc1)CC2 (stereo not drawn)
 : -10	14	-6	-13	-1	3	1.1	-22	-9
CCCCC[C@H](C)N1C[C@H](COCc2ccccc2)Oc2cc(N3CCC[C@@H]3COC)ccc2S1(=O)=O
 : .	4	.	.	.	0	-0.1	-32	-16
O=C(CN1CCCC1)Nc1c(Cl)cccc1Cl
 : -6	15	-11	-1	-9	-1	6.4	1	-3
O=C(CC(=O)c1ccccc1)Nc1ccc([N+](=O)[O-])cc1
 : 26	-11	.	.	2	7	0.5	1	8
O=C(NNS(=O)(=O)c1ccccc1)c1ccc([N+](=O)[O-])cc1
 : -6	13	-4	-5	2	-1	0.2	-9	14
CN1C2CCC1CC(NC(=O)CSc1ccc(C(C)(C)C)cc1)C2 (stereo not drawn)
 : 0	11	2	-9	-7	11	0.7	-9	-23
COc1cccc(NC(=O)[C@H](CC(C)C)NC(=O)[C@@H]2Cc3ccccc3CN2)c1
 : -10	-1	-4	-32	0	3	0.2	-2	4
CCC(=O)NC(c1cccs1)c1cc([N+](=O)[O-])c2cccnc2c1O (stereo not drawn)
 : 0	2	0	-7	-3	3	-0.2	5	-25
Cc1nn(CCCC(=O)NCCCN2CCN(C)CC2)c(=O)c2c1sc1ccccc12
 : -1	-5	0	-9	-6	-1	0.3	-6	-15
O=C(NCC(c1ccc(F)cc1)N1CCOCC1)c1nn(-c2ccccc2)c(=O)c2ccccc12 (stereo not drawn)
 : -9	16	-7	-15	-1	2	0.3	-10	5
C/C(=N\N1C(C)CCCC1C)c1ccccc1O (stereo not drawn)
 : -8	7	-2	-9	0	1	0.8	-11	-14
CN1CCN(CC(O)COc2ccc(OCC(O)CN3CCN(C)CC3)cc2)CC1 (stereo not drawn)
 : 12	4	-10	9	-3	3	0.1	-10	-6
Cn1c(=O)c2c(nc(SCC(=O)NCc3ccc4c(c3)OCO4)n2Cc2ccc(F)cc2)n(C)c1=O
 : -9	3	-1	-17	-3	0	0.7	2	-8
O=C(Nc1ccc2[nH]ccc2c1)c1ccc(F)cc1
 : -17	7	2	-6	-2	0	-0.2	-3	4
COCc1[nH][nH]c(=O)c1/C=N/N1CCOCC1
 : -3	14	-4	2	-7	9	0.1	-7	8
O=C1Nc2c(c(=O)[nH]c(=O)n2-c2ccccc2)C(C(F)(F)F)(C(F)(F)F)N1
 : -2	16	1	0	-6	4	0.1	-10	-6
O=C(NCCCN1CCCC1=O)c1ccc2c(=O)n(Cc3ccco3)c(=S)[nH]c2c1
 : -14	-1	1	-7	-6	10	-0.5	0	21
Cc1cc(NC(=O)c2cccc(S(=O)(=O)N3CCC(C)CC3)c2)no1
 : 5	-1	-1	-7	-4	0	0.9	1	-31
COc1cc(S(=O)(=O)Nc2ccccc2)ccc1NC=O
 : -13	3	-5	-14	-4	5	0.6	-3	-4
COc1ccc(C(=O)Nc2ccc3c(c2)C(=O)NC3=O)cc1
 : 0	17	-1	-3	-4	2	0.5	-1	-8
CC1Cc2[nH]c(=S)[nH]c(=O)c2C(c2ccc(F)cc2)O1 (stereo not drawn)
 : .	27	.	.	.	2	1.1	-20	-15
CCc1ccc(C(=O)COC(=O)[C@@H](NC(N)=O)[C@@H](C)CC)cc1
 : -6	18	-5	-4	-6	5	0.8	-6	-2
Cc1ccc(S(=O)(=O)N2CCCCC2CCNC(=O)C(=O)NCc2ccncc2)cc1 (stereo not drawn)
 : -9	-21	-2	-37	-8	2	-0.3	-3	-15

# Ordered by value in TAAR1 ag (high to low): 3 from the list above
SMILES | TAAR1 ag
COc1cc2c(cc1OC)CN(C(=O)C1CCCN1S(=O)(=O)c1ccc(F)cc1)CC2 (stereo not drawn) | 3
C/C(=N\N1C(C)CCCC1C)c1ccccc1O (stereo not drawn) | 1
Cc1cc(NC(=O)c2cccc(S(=O)(=O)N3CCC(C)CC3)c2)no1 | 0

# The results go on:
# Order of values: CHRM1 antagonist	M1 PAM parental	OXTR potentiate	CHO parental Ca	CHRM1 agonist	TAAR1 ag	M1 ag parental	CHO-K1 Ca antag	TAAR1 antagonist
O=C(CCN1CCN(S(=O)(=O)c2cccc([N+](=O)[O-])c2)CC1)Nc1ccccc1F
 : 0	16	-6	-16	2	1	5.2	-14	-7
CC1CCN(C(=O)CN(C)S(=O)(=O)c2cccc3nsnc23)CC1
 : -10	7	-10	-12	-3	12	0.7	3	-9
COC(=O)C1=C(N)Oc2cc(C)n(CCCn3ccnc3)c(=O)c2C1c1cccc(Cl)c1 (stereo not drawn)
 : 16	-3	1	4	-6	1	-0.4	5	2
COc1ccc(C2N(c3cccc(Cl)c3)C(=O)C3CCCN32)cc1 (stereo not drawn)
 : 2	10	-1	1	-12	0	-0.4	3	6
COc1ccc(-n2nc(C(=O)NCC(=O)N3CCC(C)CC3)c3ccccc3c2=O)cc1Cl
 : 2	4	-1	-23	-8	3	3.6	-5	49*
Cn1c(C(=O)N2CCCC2)cc2c(=O)n(C)c3ccccc3c21
 : 2	-12	.	.	6	1	1.9	17	5
Cc1ccc(S(=O)(=O)N2CCOc3ccccc32)c(C)c1NS(C)(=O)=O
 : -10	6	-2	-5	-4	4	4.8	-6	7
C/C(=N\NC(=O)c1ccc(O)cc1)c1ccc(NC(=O)Cc2ccccc2)cc1
 : 0	-23	.	.	-3	2	0.1	15	3
N#Cc1ccc(C2=CC(=O)C[C@H](c3ccc4c(c3)OCO4)C2)cc1
 : -2	-9	-5	0	-8	10	2.5	9	31
CC1CN(C(=O)COC(=O)/C=C/c2cccc([N+](=O)[O-])c2)CC(C)O1 (stereo not drawn)
 : -1	15	-2	6	-4	2	-0.1	-18	-4
N#Cc1ccc(C(=O)Nc2nnc(-c3ccco3)o2)cc1
 : 2	-10	-5	-7	-3	-1	-0.7	6	-9
CCCCC[C@H](O)/C=C/[C@@H]1[C@@H](C/C=C\CCCC(=O)OC)[C@@H](O)C[C@H]1O
 : -13	-9	-7	-6	5	.	2.7	11	.
Cc1cc(NC(=O)c2cnn3c(C(F)F)cc(-c4ccccc4)nc23)no1
 : -9	19	-1	-23	2	2	1.0	-12	1
CCCCCOC(=O)C1=C(C)NC(=O)NC1c1ccc2c(c1)OCO2 (stereo not drawn)
 : -15	18	3	-32	-2	6	1.0	-7	3
Cc1cc(N2CCN(Cc3ccccc3)CC2)n2nc(C)c(-c3ccccc3)c2n1
 : 2	23	-6	-24	-7	9	0.4	-12	-4
O=C(N/N=C/c1ccc(OC(=O)c2ccco2)cc1)c1ccc[n+]([O-])c1
 : -13	-19	-1	-6	0	6	-0.5	11	-13
CC(C)c1cc(-c2cc(C(=O)NCc3ccccc3)on2)nc(NCC2CC2)n1
 : 34*	-13	-18	44*	29*	68*	9.4	14	77*
O=C(Cn1cnc2c(nnn2Cc2ccc(F)cc2)c1=O)N1CCCc2ccccc21
 : -10	6	-6	-1	-4	4	-0.7	-2	-20
O=C(NC(=S)Nc1ccc(F)c([N+](=O)[O-])c1)c1ccccc1F
 : -4	6	-7	-2	-14	-1	-0.4	-4	-10
Oc1ccccc1/C=N/Nc1nccnc1Cl
 : -13	9	2	-4	-4	41*	0.4	-15	-15
Cc1ccc(S(=O)(=O)N2C[C@H]3C(=O)C[C@@H](c4cccc(C)c4)N(S(=O)(=O)c4ccc(C)cc4)[C@H]3C[C@H]2c2ccccc2)cc1
 : -7	16	.	.	-5	0	1.5	0	-2
Cc1ccc(-c2c(C(=O)N/N=C/c3c[nH]c4ccccc34)nnn2-c2nonc2N)cc1
 : 8	11	-8	9	-1	10	0.7	3	48
CC(=O)Nc1ccnc(-c2cccnc2)n1
 : 0	15	2	-7	-2	6	1.1	-12	-19
CN(C)CCNC(=O)c1cccc2nc3c(ccc4ccccc43)nc12
 : -10	9	.	.	-7	6	0.1	-14	-1
O=C1C2CC=CCC2C(=O)N1Cc1nnc(-c2ccccc2Br)o1 (stereo not drawn)
 : -26	28	-4	-11	-2	5	2.8	-23	-1
CC(C)OCC(O)CN1CCNCC1 (stereo not drawn)
 : -15	5	-11	-11	-1	0	0.2	-2	13
CCOC(=O)NC(C)N1C(=O)C2C3C=CC(C3)C2C1=O (stereo not drawn)
 : -1	-4	6	-3	-4	2	-0.5	-1	-11
COc1ccc(CNC(=O)O[C@H]2C[C@@H]3C(=O)N(c4ccccc4)C(=O)[C@@H]3[C@@H]3CN(S(=O)(=O)c4ccc(C)cc4)C[C@]23O)cc1OC
 : 0	11	.	.	-6	4	0.1	-7	13
Nc1cc(=O)[nH]c(SCC(=O)c2ccc(F)cc2)n1
 : 3	-9	-18	-3	-5	-1	1.0	9	6
O=C(NCc1ccc(F)cc1)c1cc(C2CCCCN2C(=O)OCCF)on1 (stereo not drawn)
 : 3	-2	.	.	-5	6	0.3	-1	-17

# Next compounds:
# Order of values: CHRM1 antagonist	M1 PAM parental	OXTR potentiate	CHO parental Ca	CHRM1 agonist	TAAR1 ag	M1 ag parental	CHO-K1 Ca antag	TAAR1 antagonist
N/C(Cc1ccc(Cl)cc1)=N\OC(=O)C1CCCCC1
 : -13	18	-4	-5	-10	2	-0.1	-3	10
CC(C)COc1ccc(C(=O)Nc2ccc(SC(F)F)cc2)cc1
 : -4	4	-5	-3	-6	0	0.3	-4	15
CCc1cc(C(c2ccccc2OC)N2CCOCC2)c(NC(=O)c2ccccc2)s1 (stereo not drawn)
 : -8	-6	-2	-12	0	19	0.0	25*	28
O=C1C2=C(CCCC2)C(=O)N1CNc1ccccc1
 : 4	18	-3	-11	-5	0	0.6	-3	-19
